High-throughput results (PubChem BioAssay)
TTR transcr act – activators of transthyretin transcription; SH-SY5Y TTR promoter Gaussia luciferase, luminescence; 100% = recombinant luciferase protein wells; activation, % at 16.7 µM; 92,000 tested, 1.3% active; AID 1117267;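 active means activation above the mean of all tested compounds plus 3 SD, cut at about 9.5% in these data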;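 further: cells exposed to compounds for one day before reading; 0% = median of all test compound wells on the plate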
Active calls of the source: *. The list is partial (hit frequency here may not be typical).

molecule | TTR transcr act
CCCCC(CC)C(=O)Nc1cc(C(=O)NCCC)ccc1N1CCC2(CC1)CC(c1cccc(Br)c1)=NO2 (stereo unspecified) | 1.4
O=C(COC(=O)/C=C/c1ccccc1)NCCNC(=O)COC(=O)/C=C/c1ccccc1 | 0.2
O=C(NC(=S)Nc1ccc(Cl)cn1)C(c1ccccc1)c1ccccc1 | 4.6
COC(=O)c1c(NC(=O)CCS(=O)(=O)c2ccccc2)sc2c1CCN(C)C2 | 2.9
Cc1ccc(C(=O)CC2(O)C(=O)N(C)c3ccccc32)o1 (stereo unspecified) | -0.3
O=C(CC1NCCNC1=O)NC1Cc2ccccc2C1 (stereo unspecified) | -1.1
O=S(=O)(NC1CCCC1)c1cc(F)ccc1F | -1.6
CC(C)CC(=O)Nc1c2c(nn1-c1ccc(F)cc1)CSC2 | 1.9
C/C(=N\NC(=O)CNC(=O)c1ccc2c(c1)OCCO2)c1ccco1 | 3.8
CCN(c1cccc(C(F)(F)F)c1)S(=O)(=O)c1ccc2c(c1)CCN2C(C)=O | -2.9
Cc1ccc(S(=O)(=O)c2c[nH]c3cc4c(cc3c2=O)OCO4)cc1 | -0.8
Cc1nn(C)cc1/C=N/NC(=S)Nc1ccccc1 | 1.9
S=C1NCN(Cc2ccco2)CN1c1ccccc1 | 0.3
COc1ccc(C2CC(C(C)(C)C)=NN2c2ccc(S(N)(=O)=O)cc2)cc1 (stereo unspecified) | 0.4
NNC(=O)c1oc2ccccc2c1-n1cccc1 | -1.1
Cc1cc(C)n(NC(=S)NC2CCCCC2)c(=O)c1C#N | 0.0
COc1cccc(-c2ccccc2C2=CC(=O)CC(C)(C)C2=O)c1 | 1.2
CCOCCCn1c(=S)[nH]c2cc(C(=O)N3CCC(C(N)=O)CC3)ccc2c1=O | 3.9
O=C1/C(=C/c2ccncc2)SC(=S)N1C1CCS(=O)(=O)C1 (stereo unspecified) | 2.9
COc1ccc([C@@H]2CC(=O)c3c(O)cc(O[C@@H]4OC(CO[C@@H]5OC(C)[C@H](O)[C@@H](O)[C@H]5O)[C@@H](O)[C@H](O)[C@H]4O)cc3O2)cc1O (stereo partly specified) | 1.6

The list goes on, starting with the last three of the part before.
molecule | TTR transcr act
CCOCCCn1c(=S)[nH]c2cc(C(=O)N3CCC(C(N)=O)CC3)ccc2c1=O | 3.9
O=C1/C(=C/c2ccncc2)SC(=S)N1C1CCS(=O)(=O)C1 (stereo unspecified) | 2.9
COc1ccc([C@@H]2CC(=O)c3c(O)cc(O[C@@H]4OC(CO[C@@H]5OC(C)[C@H](O)[C@@H](O)[C@H]5O)[C@@H](O)[C@H](O)[C@H]4O)cc3O2)cc1O (stereo partly specified) | 1.6
CC(Sc1nnc(CC(C)c2ccccc2)n1N)C(N)=O (stereo unspecified) | -0.2
Clc1cccc(-c2nc3c4ccccc4ccn3c2Cc2ccsc2)c1 | -0.2
Cc1nn(C(C)(C)C)c(OC(=O)C2CCCC2)c1S(=O)(=O)c1ccccc1 | -6.4
CCCCC1=CC2=CC(=O)C(C)(OC(=O)CC)C(=O)C2=CN1CCc1ccccn1 (stereo unspecified) | 1.1
O=C(O)c1ccccc1Nc1ccc([N+](=O)[O-])cc1C(=O)O | 1.4
O=C(Nc1nnc(Cc2ccc(Cl)cc2)s1)c1ccncc1 | 0.5
CN(Cc1nc(-c2cccnc2)no1)S(=O)(=O)c1ccc2ccccc2c1 | -1.7
O=C1C(=O)N(Cc2cccnc2)C(c2cccc([N+](=O)[O-])c2)/C1=C(/O)c1ccc2c(c1)OCO2 (stereo unspecified) | 6.3
CC1=C(c2ccccc2)[N+](=O)C2(CCCC2)N1[O-] | 3.1
CCOc1ccc(NC(=O)CN2C(=O)NC(CCSC)C2=O)cc1 (stereo unspecified) | -1.2
CCCCCOc1ccc(C(=O)OCC(=O)Nc2cc(C)c(C)cc2[N+](=O)[O-])cc1 | 3.5
O=C(O)C1=CC[C@@H](c2ccc(Cl)cc2)N(S(=O)(=O)c2ccc(Cl)cc2)[C@H]1c1ccc(F)cc1 | -3.0
Cc1ccc(NC2c3ncccc3C(=O)N2Cc2ccco2)c(C)c1 (stereo unspecified) | 1.2
Cn1cc2ccc(N)cc2n1 | -1.6
CCS(=O)(=O)c1ccc2oc(Nc3cc(Cl)ccc3OC)nc2c1 | -0.7
CC(=O)C1=C(C)NC(SCC(=O)c2ccc(F)cc2)=C(C#N)C1CC(C)C (stereo unspecified) | 2.3
COc1ccc(OC)c(C(=O)/C=C/c2cccnc2)c1 | 2.3
CC(C)(C)CN1C(N)=NC[C@@H]1c1ccccc1 | -2.9
COc1ccc(N(Cc2cc3ccccc3[nH]c2=O)S(=O)(=O)c2ccccc2)cc1 | -1.8
Cn1cccc1/C=N/NC(=O)C(O)c1ccccc1 (stereo unspecified) | 25*
O=C(Nc1ccccc1OC(F)F)c1ccc(Br)o1 | 1.8
CC[n+]1c(C)cc(C)n1-c1ccccc1 | 0.3
COc1ccccc1C=Cc1ccnc2ccccc12 | -1.3
CCCC(C(=O)n1nc(C)cc1C)C(NS(=O)(=O)c1ccc(C)cc1)c1ccccc1 (stereo unspecified) | -1.6
O=C(Nc1ccc2c(c1)OCCO2)c1cccc(Cl)c1Cl | -0.5
CC(C)N1CC(C(=O)Nc2cc(Cl)cc(Cl)c2)CC1=O (stereo unspecified) | -0.9
O=C(c1ccc(NS(=O)(=O)c2ccc(F)cc2)cc1)N1CCN(c2ccccc2O)CC1 | -1.4
C#CCOc1ccccc1C(N)=O | -1.2
C/C(=N\NC(=O)COc1cc(C)cc(C)c1)c1ccc(N2CCOCC2)cc1 | -0.6
Cc1c(Br)cccc1NC(=O)c1sccc1-n1cccc1 | -1.1
COCCNC(=O)CN(C(=O)CCC(=O)Nc1nccs1)c1ccccc1OC | 0.8
CN(C)C(=S)Nn1c(-c2ccccc2)nc2ccccc2c1=O | -3.1
O=C(CSc1n[nH]c(-c2ccccc2)n1)Nc1ccc(N2CCOCC2)cc1 | 6.7
C=CCn1c(-c2csc(-c3ccc(OC)c(OC)c3)n2)n[nH]c1=S | -0.7
CC1CCCN(c2nc(-c3cccnc3)nc3scc(-c4ccccc4)c23)C1 (stereo unspecified) | -2.1
Cc1[nH]nc2c1C(CC(C)C)C(C#N)=C(N)O2 (stereo unspecified) | 0.8
C=CCOc1ccc(C(c2c(C(=O)O)[nH]c3ccccc23)c2c(C(=O)O)[nH]c3ccccc23)cc1 | -0.5
Cc1ccc(CNC(=O)c2ccccc2NS(C)(=O)=O)cc1 | 0.3
CCOC(=O)C1C(=O)N(C(=O)c2ccc(OC)cc2)CC1c1ccccc1 (stereo unspecified) | -1.6
COc1ccccc1CNC(=O)CCNS(=O)(=O)c1ccc2c(c1)CC(C)N2C(C)=O (stereo unspecified) | -1.8
CN(C)S(=O)(=O)c1cccc(C(=O)Nc2ccccc2Cl)c1 | -1.3
CCOC(=O)C1CCCN1C(=O)C1(NC(C)=O)CCCC1 (stereo unspecified) | 4.8
Cc1cccc(C)c1NC(=O)N1CCC(C(=O)c2ccc(F)cc2)CC1 | -1.8
CN(Cc1cccs1)C(=O)COc1cccc2c1OC(C)(C)C2 | 3.1
O=c1c2ccccc2nc(N/N=C/c2c(O)ccc3ccccc23)n1O | 1.5
C[C@@H]1CN([C@@H](C)CO)C(=O)c2cccc(NS(=O)(=O)c3cccs3)c2O[C@H]1CN(C)Cc1ccc(C(F)(F)F)cc1 | -0.7
Cc1ccccc1CN1CCCCC(NC(=O)c2ccc(-c3ccccc3)cc2)C1=O (stereo unspecified) | -3.4
Cc1ccsc1/C=N/NC(=O)C1CC(=O)N(c2ccc(F)cc2)C1 (stereo unspecified) | -1.2
COc1ccc(N2CCN(C(=O)CNC(=O)c3cccc(Br)c3)CC2)cc1 | 0.9
Cc1cccc(C(=O)OCC(=O)NCC(C)C)c1O | -1.8
CCN(CC)C(=O)Oc1nnc(SC(C)C)n1-c1ccc(Cl)cc1 | -0.1
CCCC(C)C(=O)Nc1ncc(S(=O)(=O)c2ccc([N+](=O)[O-])cc2)s1 (stereo unspecified) | -1.1
Cn1nc(C(C)(C)C)cc1C(=O)N1CCCCC1c1cc(C(=O)Nc2ccc(F)c(Cl)c2)no1 (stereo unspecified) | -4.6
O=C(NCC1CCCO1)c1ccc2c(=O)n(-c3ccc(F)cc3)c(=S)[nH]c2c1 (stereo unspecified) | 12*
Cc1ccc(C(=O)NCCN2C3=NC[C@@H](Cc4ccccc4)N3C[C@H]2Cc2ccc(O)cc2)cc1Br | -5.8
CC(=O)Nc1ccc(SCC(=O)Nc2ccccc2N2CCOCC2)cc1 | -0.1
O=c1c(Oc2ccccc2F)coc2cc(OCc3cnn(-c4ccccc4)c3)ccc12 | -1.4
CC(C)(O)CNC(=O)Nc1ccc(Cl)c(Cl)c1 | -2.0
C[C@H]1COC(=O)[C@@H](Cc2ccc(F)cc2)CC/C=C\C[C@H](CC(=O)NCCO)C(=O)N1 | -3.5
CC1(C)CC(=O)C2=C(C1)Nc1ccccc1NC2c1cccs1 (stereo unspecified) | 0.9

Additional structures follow:
molecule | TTR transcr act
Cn1c(SCc2c(F)cccc2Cl)nc2c(c1=O)SCC2 | 1.5
CC(=O)N(CCOc1ccccc1)CCOc1ccccc1 | -1.5
COc1cc(NC(=O)c2cccc3c(-c4cnn(C)c4)coc23)cc(OC)c1OC | -3.9
CC1=NN(c2ccc(Cl)c(C(=O)O)c2)C(=O)/C1=C\c1ccc(-c2ccc(C(=O)O)cc2)o1 | -0.2
CCCNC(=O)C(=O)NCc1ccccn1 | -1.1
O=C(CBr)N1CCc2ccccc2C(c2ccccc2)C1 (stereo unspecified) | -0.7
COc1ccccc1-n1c(SCC(=O)NC2CCCC2)nc2cccnc21 | 2.9
COc1ccc(C2=NN(C(=O)c3cccs3)C(c3ccccc3OC)C2)cc1OC (stereo unspecified) | -0.4
CN(C)CCO[C@@H](c1ccc(Cl)cc1)c1ccccn1 | 2.4
O=C(c1ccco1)N1CCN=C1SCc1c(F)cccc1Cl | -2.6
COc1cc2nc(CN(C)Cc3nc4ccccc4c(=O)[nH]3)[nH]c(=O)c2cc1OC | -1.4
COc1ccc2c3n(nc2c1)CCN=C3c1ccc(C)cc1 | -3.1
Nc1ncnc2c1ncn2[C@@H]1O[C@H](CNCc2ccc(OCC(=O)Nc3nccs3)cc2)[C@@H](O)[C@H]1O | -1.2
COc1ccc2nc(SCC(=O)N3CCCCCC3)c(C#N)cc2c1 | -1.6
Cc1ccc(C)c(NC(=O)C(OC(=O)c2ccc(CO)cc2)c2ccccc2)c1 (stereo unspecified) | -0.2
O=C(/C=C/c1ccccc1)NCC(=O)N/N=C/c1ccccc1[N+](=O)[O-] | 1.0
Cc1nc2c(sc(=S)n2Cc2ccco2)c(=O)n1CC(=O)Nc1cc(F)ccc1F | -0.1
COc1ccc(/C=C(\NC(=O)c2ccc(OCC(C)C)cc2)C(=O)OCc2ccco2)cc1 | -1.2
O=c1[nH]c2ccccc2n1Cc1ccc(F)cc1 | 7.5
O=C(CSc1nnc(NCc2ccccc2)s1)c1ccco1 | -4.9
Cc1ccc2cc(CCNC(=O)CC(C)C)c(=O)[nH]c2c1 | 1.9
C=CCn1c(COc2ccccc2)nnc1SCC(=O)Nc1ccc(S(N)(=O)=O)cc1 | 0.8
COCCNC(=O)CC(NS(=O)(=O)c1ccc(NC(C)=O)cc1)C(C)C (stereo unspecified) | 0.3
CN(C)S(=O)(=O)N1CCCC(C(=O)c2ccc(-c3ccccc3)cc2)C1 (stereo unspecified) | -3.4

In the list so far, 4 contain a cyano group:
molecule | TTR transcr act
Cc1cc(C)n(NC(=S)NC2CCCCC2)c(=O)c1C#N | 0.0
CC(=O)C1=C(C)NC(SCC(=O)c2ccc(F)cc2)=C(C#N)C1CC(C)C (stereo unspecified) | 2.3
Cc1[nH]nc2c1C(CC(C)C)C(C#N)=C(N)O2 (stereo unspecified) | 0.8
COc1ccc2nc(SCC(=O)N3CCCCCC3)c(C#N)cc2c1 | -1.6

Later entries.
molecule | TTR transcr act
CCOc1cc(C2C(C(=O)c3ccc(C)cc3)=C(C(=O)OC)Nc3nnnn32)ccc1O (stereo unspecified) | 3.0
O=C(C1CCCC1)N1CCCC(Nc2ccccc2)C1 (stereo unspecified) | 2.3
COc1ccc(C(=O)CC(CC(=O)c2ccc(OC)cc2)C(=O)O)cc1 | 5.0
C[C@]12c3[nH]c4ccccc4c3CCN1C(=O)C(CC(=O)NCCC1=CCCCC1)C[C@@H]2C(=O)N1CCCCC1 (stereo partly specified) | 0.3
COc1ccc(C2CC(c3ccncc3)=NN2c2ccc(S(N)(=O)=O)cc2)cc1 (stereo unspecified) | -0.8
CCCn1c(SCC(=O)N2c3ccccc3Sc3ccccc32)nc2c1c(=O)n(C)c(=O)n2C | 1.0
CCCC(=O)Nc1ccc(C(=O)NN=C(C2CC2)C2CC2)cc1 | 0.7
COc1ccc(NC(=O)c2cccc(S(=O)(=O)N3CCCCCC3)c2)cc1 | 0.1

Three compounds picked at random from the list so far, as already listed:
molecule | TTR transcr act
CCCn1c(SCC(=O)N2c3ccccc3Sc3ccccc32)nc2c1c(=O)n(C)c(=O)n2C | 1.0
COc1ccc(C2CC(c3ccncc3)=NN2c2ccc(S(N)(=O)=O)cc2)cc1 (stereo unspecified) | -0.8
CCOc1cc(C2C(C(=O)c3ccc(C)cc3)=C(C(=O)OC)Nc3nnnn32)ccc1O (stereo unspecified) | 3.0

The listing continues.
molecule | TTR transcr act
COc1ccc(OC)c(C(c2nnnn2C2CCCC2)N2CCc3ccccc3C2)c1 (stereo unspecified) | -4.3
Cc1cccc(NC(=O)Nc2nnc([C@@H]3C[C@H](O)[C@@H](CO)O3)s2)c1 | 1.5
COC(=O)c1ccc(CSc2nnnn2-c2ccc(C)cc2C)o1 | -1.6
CC1(C)CC(=O)/C(=C(\O)CCCN2C(=O)c3ccccc3C2=O)C(=NCC(=O)O)C1 | -0.6
CCN(CC)CCN=CC1=C(O)CNC1=O | 3.6
Cc1ccc(S(=O)(=O)NC[C@H]2CN(S(=O)(=O)c3ccc(C)cc3)[C@@H](Cc3ccccc3)CO2)cc1 | -2.0
CC1=Nc2ccc(C)cc2N(Cc2ccccc2)C(=O)C1 | 0.8
CCOc1cc(/C=C(/C#N)c2nc3ccccc3[nH]2)ccc1Oc1ccc([N+](=O)[O-])cn1 | -1.6
O=C1CC2(CCCC2)Oc2ccc(F)cc21 | 1.9
